SNCA viab count: counter-screen for SNCA expression inhibitors: cell viability. actives 0.12% (n = 150,000). Potency, µM (doses to about 57.1 µM), for the others: at the highest dose activity change, negative = cytotoxicity, most hits filed as cytotoxic. HEK-293-SNCA-luc viability, GF-AFC fluorescence, 24 h;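 note: potency is the fitted concentration of half-maximal effect; 0% = DMSO-treated cells and -100% = medium-only wells without cells; nearly all actives have a fitted effect of over 30% in size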
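Cytotoxicity counterscreen: after 24 h compound treatment of genome-edited SNCA-luciferase HEK-293 cells, live-cell protease substrate GF-AFC read by fluorescence after 30 min; activity scaled between DMSO (0%) and medium-only (-100%), curves Hill-fitted.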
GPT2 inh: blocks human glutamate pyruvate transaminase 2 | Q8TD30 | Recombinant GPT2, coupled pyruvate oxidase/HRP Amplex Red fluorescence | Potency, µM (top dose mostly 57.7 µM), for the others: at the top dose activity change, negative = inhibition, most hits filed as inhibitors | actives 0.25% (n = 100,000); note: potency is the fitted concentration of half-maximal effect; nearly all actives have a fitted effect of over 60% in size; many of its hits are not listed in these tables
Target sequence (Q8TD30 whole entry, looked up): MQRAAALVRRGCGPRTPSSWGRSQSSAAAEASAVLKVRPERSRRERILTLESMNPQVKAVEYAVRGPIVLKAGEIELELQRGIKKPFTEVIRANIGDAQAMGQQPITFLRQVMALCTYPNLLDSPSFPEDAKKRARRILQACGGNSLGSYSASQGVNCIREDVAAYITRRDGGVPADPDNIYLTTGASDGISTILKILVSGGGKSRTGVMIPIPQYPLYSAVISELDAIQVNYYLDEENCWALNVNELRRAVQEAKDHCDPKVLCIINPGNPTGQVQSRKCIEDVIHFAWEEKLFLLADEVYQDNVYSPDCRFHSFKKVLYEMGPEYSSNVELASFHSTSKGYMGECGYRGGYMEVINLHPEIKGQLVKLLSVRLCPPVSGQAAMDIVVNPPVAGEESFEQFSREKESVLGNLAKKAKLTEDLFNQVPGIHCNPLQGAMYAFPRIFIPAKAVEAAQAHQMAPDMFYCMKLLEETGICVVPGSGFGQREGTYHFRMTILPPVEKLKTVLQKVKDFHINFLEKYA
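Recombinant GPT2 (10ng/uL) with 250uM a-KG and 2mM L-alanine, 30 min at room temperature, in HEPES pH 7.5 buffer. Pyruvate detected by pyruvate oxidase/HRP/Amplex Red fluorescence after 30 min in the dark; AOA (50uM) as positive control.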
IP6K1 inhibitor: blocks human inositol hexakisphosphate kinase 1; actives 0.81% (n = 140,000); activity change, % (series mostly up to about 58 µM); Q92551; IP6K1 kinase, ADP-Glo luminescence, 2 h; hits give low values; in the data active = activity change below about -25%
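ADP-Glo luminescence measures ADP made by human IP6K1 during a 2 h RT reaction with ATP/IP6 (mix at 1.3 mM/130 uM); top library doses 57.5 and 19.1 uM final.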
FLuc inh: blocks purified firefly luciferase enzyme activity; P08659; Potency, µM (titrated, usually from 115 µM), for inactives: at the top dose activity change, negative = inhibition, hits mostly inhibitors; purified P. pyralis luciferase, luminescence, biochemical; AID 1347043; actives 2.5% (n = 76,000); note: potency is the fitted concentration of half-maximal effect; nearly all actives have a fitted effect of over 65% in size
Target sequence (P08659 whole entry, looked up): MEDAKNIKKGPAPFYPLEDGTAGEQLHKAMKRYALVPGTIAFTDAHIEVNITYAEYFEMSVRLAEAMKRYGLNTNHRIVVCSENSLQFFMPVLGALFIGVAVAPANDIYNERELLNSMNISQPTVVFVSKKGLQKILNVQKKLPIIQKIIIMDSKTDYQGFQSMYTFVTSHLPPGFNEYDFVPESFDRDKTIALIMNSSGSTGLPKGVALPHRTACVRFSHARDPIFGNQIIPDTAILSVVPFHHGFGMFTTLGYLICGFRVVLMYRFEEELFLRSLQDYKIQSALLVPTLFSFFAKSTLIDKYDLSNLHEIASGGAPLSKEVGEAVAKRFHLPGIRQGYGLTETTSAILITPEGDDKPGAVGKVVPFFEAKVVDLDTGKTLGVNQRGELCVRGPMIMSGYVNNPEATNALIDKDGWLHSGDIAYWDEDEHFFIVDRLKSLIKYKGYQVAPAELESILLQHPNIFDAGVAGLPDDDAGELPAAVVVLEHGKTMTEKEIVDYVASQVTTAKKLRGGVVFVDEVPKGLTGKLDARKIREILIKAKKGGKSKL
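Purified P. pyralis luciferase (10nM final) in 50mM Tris acetate pH 7.5, 10mM Mg acetate, 0.01% Tween-20, 0.05% BSA with 10uM D-luciferin and 10uM ATP. Compounds titrated qHTS. Luminescence imaged on CCD.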
HEK293 tox: cytotoxic compounds in HEK 293 cells; Potency, µM (top dose mostly 115 µM), without a hit: top-dose activity change, negative = cytotoxicity, actives largely listed as inhibitors; HEK 293 viability, ATP luminescence (CellTiter-Glo), 48-72 h; actives 6.6% (n = 94,000); note: potency is the fitted concentration of half-maximal effect; nearly all actives have a fitted effect of over 60% in size
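HEK 293 seeded at 250 cells/well receive compound via pintool. After 48 or 72 hr at 37 degree Celsius, 5% CO2 and 95% humidity, CellTiter-Glo is dispensed and luminescence read following 10 min at room temperature.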
SNCA expr inhib: SNCA gene expression inhibition; Potency, µM (doses to about 57.2 µM), for the others: top-dose activity change, negative = inhibition, actives largely listed as inhibitors; AID 1671194; HEK-293 SNCA-luciferase knock-in, luminescence, 24 h; actives 0.17% (n = 140,000);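 note: potency is the fitted concentration of half-maximal effect; plate controls were DMSO cells for no effect and cell-free wells for full effect; nearly all actives have a fitted effect of over 45% in size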
NIH3T3 tox: kills NIH 3T3 cells | NIH 3T3 viability, CellTiter-Glo ATP luminescence, 48-72 h | Potency, µM (series often up to 96.7 µM), for the others: at the highest dose activity change, negative = cytotoxicity, actives largely listed as inhibitors | actives 4.3% (n = 94,000); note: potency is the fitted concentration of half-maximal effect; nearly all actives have a fitted effect of over 55% in size
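ATP-dependent luminescence (CellTiter-Glo) served as the viability signal for NIH 3T3 cells treated with compound for 48 or 72 hr at 37 °C.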
The depositor's hits bear a star; & = joins results of further samples; [ ] = remark or other dose. Unless noted, calls come from the whole dose curve; as a rule, active = well fitted curve in the direction sought with a large enough effect; inconclusive = small, poorly fitted or top-dose-only effect, or another doubt; inactive = no such curve, though single readings can be large; an effect the other way counts as inactive or inconclusive. Unless noted, % is set by controls: 0 for no effect and ±100 for the full control effect. Only part of the results is shown; count on the stated rates, not on these rows.

For N#CC1CCN(C(=O)C2CN(c3cccc(Cl)c3)C(=O)N2)CC1 (configuration not stated) the results were SNCA viab count 1%&-8%[87.6 µM], GPT2 inh -6%[88.5 µM], IP6K1 inhibitor -12&-9, FLuc inh -2%&6%[172 µM], HEK293 tox -4%[172 µM], SNCA expr inhib 22%&14%[87.6 µM] and NIH3T3 tox inconclusive.
`CC(C)C1=NOC2(CCN(CC3CCCCC3)CC2)C1` gave SNCA viab count -3%[87.6 µM], GPT2 inh -7%[88.5 µM], IP6K1 inhibitor 1, HEK293 tox -6%[172 µM], SNCA expr inhib -26%[87.6 µM] and NIH3T3 tox -3%[138 µM].
For COc1cccc2c1OCC(CNC(=O)CCn1nnc3ccccc31)C2 (configuration not stated) the results were SNCA viab count 5%, GPT2 inh -2%[11.5 µM], IP6K1 inhibitor 5, FLuc inh 2%, HEK293 tox -19%, SNCA expr inhib 5% and NIH3T3 tox -18%.
COc1cccc(CC(=O)N2CC3CC(C2)[C@H]2CCCC(=O)N2C3)c1 (some centres not stated) was read as SNCA viab count 2%, GPT2 inh 3%, IP6K1 inhibitor 11, FLuc inh -1%, HEK293 tox 5%, SNCA expr inhib 18% and NIH3T3 tox inactive.
COc1ccc(-c2cc(N3CCCN(C(=O)c4ccc(Br)cc4)CC3)n[nH]2)cc1 was read as SNCA viab count -16%, GPT2 inh -10%, IP6K1 inhibitor -17, FLuc inh -3%, HEK293 tox inconclusive, SNCA expr inhib 29% and NIH3T3 tox inconclusive.
Screening COCc1cc(C[C@@H]2C[C@H](NC(=O)CC(C)(C)C)C2(C)C)no1 returned SNCA viab count -2%[87.6 µM], GPT2 inh inconclusive, IP6K1 inhibitor 18, FLuc inh -1%[172 µM], HEK293 tox inconclusive, SNCA expr inhib -1%[87.6 µM] and NIH3T3 tox inconclusive.
For O=C(NCc1ccc(C(F)(F)F)cc1)[C@@H]1Cc2nc[nH]c2CN1Cc1ccc([N+](=O)[O-])cc1 the results were SNCA viab count -7%, GPT2 inh -7%, IP6K1 inhibitor 21, FLuc inh 0%, HEK293 tox inconclusive, SNCA expr inhib 2% and NIH3T3 tox inconclusive.
Screening CN1CCN(C2=Nc3ccccc3Sc3ccc(Cl)cc32)CC1 returned SNCA viab count 12%[23.9 µM], GPT2 inh inconclusive, IP6K1 inhibitor 10 and SNCA expr inhib -24%[25.6 µM].
`O=[N+]([O-])c1cccc(S(=O)(=O)NCCNS(=O)(=O)c2cccc([N+](=O)[O-])c2)c1` gave SNCA viab count 0%[23.9 µM], GPT2 inh -9%, IP6K1 inhibitor 10 and SNCA expr inhib -50%[25.6 µM].
Screening CCOC(=O)CC(NC(=O)CCc1c(C)nc2cc(-c3ccccc3)nn2c1C)c1ccc(C)cc1 (configuration not stated) returned SNCA viab count -12%, IP6K1 inhibitor 14 and SNCA expr inhib inconclusive.
Screening COc1ccc(C)cc1NC(=O)c1nnn(-c2c(C)cccc2C)c1C returned SNCA viab count -1%, IP6K1 inhibitor -7 and SNCA expr inhib 5%.
CCOC(=O)c1ccc(NC(=O)C(CC)Sc2nc3ncccc3[nH]2)cc1 (configuration not stated) was read as SNCA viab count -13%, IP6K1 inhibitor 19 and SNCA expr inhib -20%.
Cc1ccc(C)c(Cn2c3ccccc3c3cnn(CC(=O)NCCc4ccccc4)c(=O)c32)c1 was read as SNCA viab count 0%, IP6K1 inhibitor 3 and SNCA expr inhib 0%.
`O=C1NC(=NC2CCCC2)C2(CCCN([S+](=O)([O-])c3ccccc3)C2)N1c1cccnc1` (configuration not stated) gave SNCA viab count 0%, GPT2 inh inactive, IP6K1 inhibitor -17, HEK293 tox inactive, SNCA expr inhib 12% and NIH3T3 tox -20%.
CCCCOc1ccc(C(=O)NCCS(=O)(=O)N2CCN(c3ccc(F)cc3)CC2)cc1 was read as SNCA viab count 8%, IP6K1 inhibitor 18 and SNCA expr inhib 6%.

For convenience, part of the list above.
Cc1ccc(C)c(Cn2c3ccccc3c3cnn(CC(=O)NCCc4ccccc4)c(=O)c32)c1 was read as SNCA viab count 0%, IP6K1 inhibitor 3 and SNCA expr inhib 0%.
`O=C1NC(=NC2CCCC2)C2(CCCN([S+](=O)([O-])c3ccccc3)C2)N1c1cccnc1` (configuration not stated) gave SNCA viab count 0%, GPT2 inh inactive, IP6K1 inhibitor -17, HEK293 tox inactive, SNCA expr inhib 12% and NIH3T3 tox -20%.
CCCCOc1ccc(C(=O)NCCS(=O)(=O)N2CCN(c3ccc(F)cc3)CC2)cc1 was read as SNCA viab count 8%, IP6K1 inhibitor 18 and SNCA expr inhib 6%.

Continued:
`O=C(NCc1ccccc1)c1ccc2oc(-c3ccnc(Cl)c3)nc2c1` gave SNCA viab count 4%[12.5 µM], GPT2 inh inactive, IP6K1 inhibitor 11, HEK293 tox -9%, SNCA expr inhib 24% and NIH3T3 tox -23%.
CCCN1C(=O)Cc2ccccc2C1C(=O)NCc1cccc(OC)c1OC (configuration not stated) was read as SNCA viab count -3%, GPT2 inh inactive, IP6K1 inhibitor 10, FLuc inh 1%, HEK293 tox -29%, SNCA expr inhib -9% and NIH3T3 tox 3%.
For COc1cc(Cl)c(C)cc1NC(=O)CN1C(=O)NC2(CCS(=O)(=O)CC2)C1=O the results were SNCA viab count 0%, GPT2 inh inactive, IP6K1 inhibitor 7, FLuc inh -1%, HEK293 tox -6%, SNCA expr inhib -13% and NIH3T3 tox 0%.
Screening C=C/C=C/[C@@H]1OC[C@H](/C=C/C=C/C)[C@H]1O returned SNCA viab count 3%[87.6 µM], GPT2 inh inactive and IP6K1 inhibitor -10.
`CN1CCC2(C1)CN(Cc1ccccc1)c1ccc(C(=O)NCCOc3ccccc3)cc12` (configuration not stated) gave SNCA viab count 4%, GPT2 inh 0%, IP6K1 inhibitor -1, FLuc inh -28%, HEK293 tox 32µM*, SNCA expr inhib 20% and NIH3T3 tox inconclusive.
Screening COc1ccccc1N1CCN(C(=O)C2CC(=O)N(c3n[nH]c4cccc(F)c34)C2)CC1 (configuration not stated) returned SNCA viab count -6%, GPT2 inh inactive, IP6K1 inhibitor -5, FLuc inh 10%, HEK293 tox inconclusive, SNCA expr inhib 0% and NIH3T3 tox -5%.
CCC1Oc2ccc(NC(=O)c3ccc(C#N)cc3)cc2CN(Cc2ccccc2F)C1=O (configuration not stated) was read as SNCA viab count -7%, GPT2 inh inactive, IP6K1 inhibitor -5, FLuc inh -3%, HEK293 tox 45µM*, SNCA expr inhib -11% and NIH3T3 tox inconclusive.
Screening NC(=O)c1cccc(CN2CCC3(CC2)Cc2ccccc2N(C(=O)c2ccc(Cl)cc2)C3)c1 returned SNCA viab count inconclusive, GPT2 inh -6%, IP6K1 inhibitor 0, HEK293 tox 40µM*, SNCA expr inhib -26% and NIH3T3 tox inconclusive.
For COC(=O)[C@@H]1Cc2ncn(Cc3ccc(OC)cc3)c2CN1Cc1ccc(F)cc1 the results were SNCA viab count -28%[87.6 µM], GPT2 inh -24%[88.5 µM], IP6K1 inhibitor -1, FLuc inh -8%[172 µM], HEK293 tox 63µM*, SNCA expr inhib -32%[87.6 µM] and NIH3T3 tox inconclusive.
`COc1cccc(OCc2cc(C(=O)NC3CCOC(C)(C)C3)n[nH]2)c1` (configuration not stated) gave SNCA viab count -3%, GPT2 inh -11%, IP6K1 inhibitor 10, FLuc inh -2%, HEK293 tox -16%, SNCA expr inhib 56% and NIH3T3 tox -21%.
`CCN(CC)CCCNC(=O)CCc1c(C)n(CC)c2cc(-c3ccccc3OC)nn2c1=O` gave SNCA viab count 3%, IP6K1 inhibitor -5 and SNCA expr inhib 11%.
Screening COC(=O)c1scc(-c2ccc(C)cc2)c1S(=O)(=O)Nc1cc(OC)c(OC)c(OC)c1 returned SNCA viab count -9%, IP6K1 inhibitor -1 and SNCA expr inhib inconclusive.
`C=C1CC2OC(=O)C(=C)C2C(O)/C=C(\C)CCC1O` (configuration not stated) gave SNCA viab count -47%, GPT2 inh 0% and IP6K1 inhibitor 0.
For COCCn1ncc(N2CCC(C(=O)NCc3nc4ccccc4n3C)C2)cc1=O (configuration not stated) the results were SNCA viab count 1%, GPT2 inh inactive, IP6K1 inhibitor -3, FLuc inh 0%, HEK293 tox inconclusive, SNCA expr inhib -7% and NIH3T3 tox inconclusive.
Screening O=C(N[C@@H]1CCN(Cc2nc3c(s2)CCCC3)C[C@H]1O)c1ccccn1 returned SNCA viab count -4%, GPT2 inh inactive, IP6K1 inhibitor 26, FLuc inh 1%, HEK293 tox 4%, SNCA expr inhib -3% and NIH3T3 tox -4%.
For COc1cc(-c2noc(-c3ccc(NCCc4ccccc4)c([N+](=O)[O-])c3)n2)cc(OC)c1OC the results were SNCA viab count 8%, IP6K1 inhibitor 3 and SNCA expr inhib 76%[activator].
CC(CN)(c1ccccn1)N1CCOCC1 (configuration not stated) was read as SNCA viab count -4%[87.6 µM], GPT2 inh inactive, IP6K1 inhibitor -18, HEK293 tox inactive, SNCA expr inhib 0%[87.6 µM] and NIH3T3 tox inactive.
For O=C(NCc1nc(-c2cccc(F)c2)c(-c2ccccn2)[nH]1)[C@@H]1CCCCN1 the results were SNCA viab count inconclusive, GPT2 inh -7%, IP6K1 inhibitor -6, FLuc inh -4%, HEK293 tox inconclusive, SNCA expr inhib 0% and NIH3T3 tox -7%.
For COc1ccccc1-c1ccc(C(=O)N2CCC(NC(=O)Nc3ccc(Cl)cc3)CC2)cc1 the results were SNCA viab count 5%[12.5 µM], GPT2 inh inactive, IP6K1 inhibitor -6, HEK293 tox 32µM*, SNCA expr inhib inconclusive and NIH3T3 tox inconclusive.
`CCn1ccc(C(=O)N2CCCC(c3noc(COc4ccccc4)n3)C2)n1` (configuration not stated) gave SNCA viab count -2%[12.5 µM], GPT2 inh 4%, IP6K1 inhibitor -2, FLuc inh -5%, HEK293 tox inconclusive, SNCA expr inhib 123%[activator] and NIH3T3 tox inconclusive.
Screening Cc1cccc(C(=O)N2CCC3(CC2)OCC(C(=O)N2CCOCC2)N3C(=O)c2ccc(F)cc2)c1 (configuration not stated) returned SNCA viab count 1%, GPT2 inh -3%, IP6K1 inhibitor 18, FLuc inh 4%, HEK293 tox -12%, SNCA expr inhib 0% and NIH3T3 tox -8%.

Compound activity (PubChem BioAssay)
